# High-throughput results as filed in PubChem.
# M1 ag parental: M1 agonist counterscreen hit in parental CHO-K1 cells; activation, % at 3 µM; Fluo-8 calcium fluorescence; scaled to maximal ATP response, vehicle zero; 0.48% of 360,000 active; in the data active = activation above about 15%;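 also: untransfected CHO-K1 host cells lacking M1 receptor as counterscreen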
# M1 ag: human M1 muscarinic receptor agonism | AID 588814 | activation, % at 3 µM | CHO-K1 hM1, Fluo-8 calcium fluorescence, agonist mode; 0% DMSO, 100% acetylcholine EC100 | P11229 | 0.33% of 360,000 active;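 active = activation above the run's mean compound activation plus 3 SD, cut at about 16% in these data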;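 also: peak over basal fluorescence ratio within a 140 s kinetic read after compound addition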
# M4 antag: CHRM4 antagonism in calcium assay. P08173. CHO-hM4 cells, ACh EC80, Fluo-8 calcium fluorescence. inhibition, % at 3 µM. 0.73% of 360,000 active. AID 624125;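 active = inhibition above its plate's cutoff, the mean inhibition of sample wells plus 3 SD, cut at about 27% in these data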;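 also: 0% = acetylcholine EC80 with DMSO and 100% = DMSO without agonist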
# Target sequence (P08173 whole entry, looked up): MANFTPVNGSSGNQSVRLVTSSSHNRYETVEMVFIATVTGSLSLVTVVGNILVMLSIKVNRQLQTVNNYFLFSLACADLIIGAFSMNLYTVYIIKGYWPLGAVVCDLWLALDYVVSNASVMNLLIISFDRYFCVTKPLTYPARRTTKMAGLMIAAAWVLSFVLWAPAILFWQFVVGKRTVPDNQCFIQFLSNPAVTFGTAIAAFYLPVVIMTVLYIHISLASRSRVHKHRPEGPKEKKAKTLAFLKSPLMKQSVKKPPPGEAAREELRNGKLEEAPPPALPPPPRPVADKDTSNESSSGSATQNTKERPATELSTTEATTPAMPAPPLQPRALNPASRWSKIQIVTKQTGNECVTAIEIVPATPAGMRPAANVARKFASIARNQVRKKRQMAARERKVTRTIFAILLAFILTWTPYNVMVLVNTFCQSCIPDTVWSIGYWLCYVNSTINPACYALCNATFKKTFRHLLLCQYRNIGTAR
# M1 antag: blocks human M1 muscarinic receptor | 1.3% of 360,000 active | inhibition, % at 3 µM | AID 588852 | P11229 | CHO-K1 hM1, Fluo-8 calcium fluorescence, ACh EC80 antagonist;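 active = percent inhibition above its own plate's cutoff, namely the mean of that plate's compound wells plus 3 SD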;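 also: peak over basal fluorescence ratio during 140 s after agonist addition; 0% = ACh EC80 plus DMSO and 100% = DMSO alone without agonist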
# M1 PAM: potentiates human M1 receptor response to acetylcholine. activation, % at 3 µM. CHO-K1 hM1, Fluo-8 calcium fluorescence, ACh EC20; 0% = ACh EC20, 100% = maximal ACh. AID 588819. 0.088% of 360,000 active; in the data active = activation above about 19%, passing the limit was not always enough
# CHO parental Ca: counter-screen for OX1R antagonists: effect in parental CHO cells; parental CHO-K1, ATP-induced calcium, Fluo-8 fluorescence; inhibition, % at 5.6 µM; 0.63% of 330,000 active; AID 463079;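 active = inhibition above that plate's mean sample inhibition plus 3 SD, cut at about 26% in these data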;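 also: 0% = ATP-challenged DMSO wells and 100% = DMSO wells without ATP; some compounds past the cut are filed as inactive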
#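 Test system: parental CHO cells; detection: calcium-sensitive Fluo-8 fluorescence; evaluation: percent inhibition of calcium signal; also added: ATP as calcium-mobilizing challenge; repeats: one well per compound; control set: ATP-challenged DMSO wells low, unchallenged DMSO wells high; compound: single nominal dose of 5.6 µM per compound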
# OXTR potentiate: potentiators of human oxytocin receptor; P30559; CHO-OTR cells, Fluo-8 calcium fluorescence, potentiator mode; 0% = oxytocin EC15, 100% = EC100; activation, % at 3 µM; 0.061% of 320,000 active;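 active = activation above that plate's cutoff, the mean activation of tested compounds plus 3 SD, cut at about 6.6% in these data, passing the limit was not always enough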;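 also: 100% uses oxytocin at 75 nM as the full agonist control; some results filed as inactive read as strong as hits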
# Target sequence (P30559 whole entry, looked up): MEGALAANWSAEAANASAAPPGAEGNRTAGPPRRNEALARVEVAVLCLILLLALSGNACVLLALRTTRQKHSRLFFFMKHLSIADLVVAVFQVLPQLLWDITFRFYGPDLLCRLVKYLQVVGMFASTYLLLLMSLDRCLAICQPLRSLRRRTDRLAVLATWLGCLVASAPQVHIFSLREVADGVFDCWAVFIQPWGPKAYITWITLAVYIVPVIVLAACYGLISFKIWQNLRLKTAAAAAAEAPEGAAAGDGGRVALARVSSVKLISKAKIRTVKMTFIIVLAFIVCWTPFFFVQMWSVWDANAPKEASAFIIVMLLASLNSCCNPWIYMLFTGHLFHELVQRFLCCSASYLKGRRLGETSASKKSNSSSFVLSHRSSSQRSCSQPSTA
#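 System: human OTR in CHO cells / Also added: sub-maximal oxytocin, roughly EC15 / Control set: EC15 oxytocin low, 75 nM oxytocin high / Schedule: 6 min compound pre-incubation at room temperature, 100 s kinetic read / Compound: single-point 3.0 µM / Replication: singlicate / Technique: Fluo-8 calcium dye fluorescence / Read-out basis: % activation of max/min ratio relative to oxytocin controls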
# CHO-K1 Ca antag: nonselective inhibitor or artifact in parental CHO-K1 cells. inhibition, % at 3 µM. ATP-induced calcium, Fluo-8 fluorescence. AID 602250. 0.6% of 360,000 active;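 active = inhibition above a per-plate cutoff, the plate's mean sample inhibition plus 3 SD, cut at about 24% in these data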;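 also: 0% = DMSO plus EC80 ATP and 100% = DMSO alone without ATP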
# M4 ag: CHRM4 agonism in calcium assay; P08173; CHO-K1 hM4/Gqi5, Fluo-8 calcium fluorescence; vehicle 0%, full acetylcholine response 100%; activation, % at 3 µM; 0.14% of 360,000 active; AID 624127;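 active = activation above the run mean over all test wells plus 3 SD, cut at about 32% in these data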;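 also: peak over basal fluorescence ratio per well then scaled between controls; 0% = DMSO wells and 100% = acetylcholine at EC100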
# An asterisk follows results filed as active; nt = no result given.
molecule	M1 ag parental	M1 ag	M4 antag	M1 antag	M1 PAM	CHO parental Ca	OXTR potentiate	CHO-K1 Ca antag	M4 ag
Cc1cc(NC(=O)C(C)SCC(=O)N(C)Cc2c(F)cccc2Cl)no1 (stereo not given)	-0.3	-4	5	3	-1	-17	-4	-1	1
CCC(CC)C(=O)Nc1ccc(Sc2ccc([N+](=O)[O-])cc2)cc1	9.8	-7	23	35*	-27	25	-12	-8	16
Cc1cccc2cc(CN(CC3CCCO3)C(=O)c3ccco3)c(=O)[nH]c12 (stereo not given)	0.6	-2	-4	5	-2	-16	-9	2	1
Cn1cccc1C(=O)NC(=O)COC(=O)CC12CC3CC(CC(Br)(C3)C1)C2	0.8	-1	4	-22	-7	-26	-7	-13	2
CCN(CC)CCN(C(=O)c1ccc2c(c1)OCCO2)c1nc2cc(C)cc(C)c2s1	1.6	-6	-12	9	-6	-2	-4	-1	3
COc1ccc(N(CC(=O)NC2CCCCCC2)S(=O)(=O)c2ccccc2)cc1Cl	0.4	-3	-6	-5	3	-13	-2	-6	1
Cc1ccc(NC(=O)COC(=O)CN2CSCC2=O)cc1C	-0.1	-1	6	-17	6	6	-7	0	0
O=C(Nc1ccc(Cl)cn1)c1cc2c(s1)-c1ccccc1OC2	0.1	-5	-9	-27	3	-18	-6	-6	0
Cc1ccc(OC[C@H](O)[C@H](C)NC(C)C)c2c1CCC2	0.5	-3	7	-25	2	-3	-5	-6	4
O=C(CN1C(=O)C2CC=CCC2C1=O)OCCN1C(=O)c2ccccc2C1=O (stereo not given)	0.4	-2	-7	-13	11	-16	-3	-6	2
COc1ccc(N2CCN(Cc3cc(=O)oc4cc5c(cc34)CCCC5)CC2)cc1	0.1	-1	-2	-21	-2	-27	-11	-11	1
COc1ccc(CC2(CO)CCN(S(=O)(=O)c3c(C)nn(C)c3Cl)CC2)cc1	2.1	-4	-5	0	1	-7	-13	-13	3
CC(=O)O[C@H]1CC[C@@]2(C)[C@@H](CC[C@@H]3[C@@H]2CC[C@]2(C)[C@@H](C(C)(C)O)C[C@@H]32)C1	0.3	-2	-1	-4	7	-4	5	-11	1
O=CN1CCC(=O)N(Cc2ccccc2)c2ccccc21	-0.2	-4	3	-6	4	-1	-20	-10	1
O=C(Nc1ccc(Cl)cc1C(=O)NCC1CCCO1)c1ccco1 (stereo not given)	2.0	-3	1	-10	4	-15	-3	-25	3
CC(C)NC(=O)NCCCCCCS(C)=O (stereo not given)	-0.4	2	-13	-12	18	-9	6	3	0
CNC(=O)CN(c1ccc(F)cc1)S(=O)(=O)c1cc(C)ccc1OC	0.1	-4	0	12	-4	-12	-3	0	1
CSc1nnc(-c2cc(Br)ccc2N=Cc2c(C)[nH]n(-c3ccccc3)c2=O)c(=O)[nH]1	2.5	-3	12	6	-9	5	-1	16	8
CC1C(c2ccccc2)N(C)C(c2ccccc2)C(C)C1(O)C#Cc1ccccc1 (stereo not given)	-0.3	-1	-4	-4	7	-31	-14	-6	-1
CC(=O)Nc1ccc(S(=O)(=O)NCCC(=O)OCC(=O)c2ccc(F)c(F)c2)cc1	4.8	2	-9	-8	0	-2	-6	-6	5
CSCCC(NC(=O)COc1ccccc1)C(=O)N(C)CC(=O)Nc1c(C)cccc1C (stereo not given)	0.5	-1	-15	-8	6	-14	1	-9	2
CCOc1cc(N2CCOCC2)c(OCC)cc1NC(=O)c1ccc(S(C)(=O)=O)cc1	0.2	-2	-2	-5	5	-8	-1	-11	2
Cc1ccc(C(=O)Nc2nnc(CC(=O)N/N=C/c3ccncc3)s2)cc1	0.0	-4	-1	-2	7	-7	-11	0	2
Cc1c(NC(=O)NC2CCCCC2)cccc1[N+](=O)[O-]	4.2	-5	-2	2	4	5	4	-4	0
N#Cc1c(SCc2ccccc2)sc(C(=O)c2ccccc2)c1N	0.0	2	2	-35	8	-15	-5	3	1
O=C(NNC(=O)c1cccs1)c1ccc(F)cc1	7.4	-3	-6	-6	11	-4	-8	-7	2
NC(=O)C1CCN(c2oc(-c3cccs3)nc2S(=O)(=O)c2ccc(Cl)cc2)CC1	0.2	-2	7	-1	9	2	-2	-10	0
O=C(CN1CCCCC1)Nc1ccc(Br)cc1[N+](=O)[O-]	-0.7	-7	3	-7	8	-14	-1	5	-2
O=[N+]([O-])c1ccc2c(c1)c1ccccc1n2CCO	0.0	-3	-22	-19	5	-23	-2	-8	2
COc1cccc(NC(=O)CSc2nc(=O)n(CCN(C)C)c3c2CCCC3)c1	0.1	-6	-7	-8	10	3	10	14	2

# Later entries:
molecule	M1 ag parental	M1 ag	M4 antag	M1 antag	M1 PAM	CHO parental Ca	OXTR potentiate	CHO-K1 Ca antag	M4 ag
O=C(N/N=C/C(Br)=C/c1ccccc1)NC1CCCCC1	2.3	-1	-2	-9	7	-26	-4	-18	3
Cc1ccc(C(=O)Nc2ccc(N3CCOCC3)nc2N2CCOCC2)cc1	1.3	-2	4	-5	5	-10	-2	-2	2
COc1ccc(-c2c(C)n([O-])c3c([n+]2=O)CCCCC3)cc1OC	0.1	-1	-12	16	-1	5	0	11	1
O=C(Oc1ccccc1-c1csnn1)c1cccs1	0.1	-10	4	5	-2	-6	-6	7	-1
CCc1nc2c(OCCc3cccc(OC)c3)cccn2c1N(C)C(=O)c1ccc(C)cc1	0.3	-9	4	-13	1	nt	nt	-6	2
COc1ccc(Nc2c3c(c(C#N)c4nc5ccccc5n24)CCC3)cc1	-0.1	-3	-6	-5	4	-22	-2	-8	0
COc1ccccc1/C=C/C=N/N1CCN(Cc2ccccc2)CC1	-0.4	2	-2	-5	7	-18	-2	7	0
CCOc1ccc(S(=O)(=O)Nc2ccc(C(=O)N3CCC3)cc2)cc1	0.6	-3	-2	6	-2	4	-5	8	2
CC(C)Oc1ccc(C(CC(=O)O)NC(=O)Cc2ccccc2)cc1 (stereo not given)	6.8	-4	9	9	-4	-3	0	5	19
CCOC(=O)C1CCN(C(=O)CCc2c(C)nc3cc(-c4ccccc4)nn3c2C)CC1	0.0	-6	0	-6	2	-14	-2	-3	1
COC(=O)c1ccccc1NC(=O)CSc1nnnn1C	0.3	-3	1	-18	3	-9	-18	-3	1
CN1C(=O)C(C)(C)N(C(=O)c2cccc([N+](=O)[O-])c2)c2ccccc21	8.9	-5	6	-4	2	-12	6	4	0
COc1ccccc1NCc1ccc([N+](=O)[O-])s1	-0.3	-8	2	-3	-5	3	4	-4	0
O=c1c2ccccc2cnn1-c1ccc(Cl)nn1	-0.1	-8	4	-7	7	15	-15	5	1
Cc1oc2c(c(C)cc3oc(=O)c(CC(=O)NCCCO)c(C)c32)c1C	0.3	-9	-1	-5	5	-14	-5	-15	-1
COc1ccc(C(=O)OCC(=O)N2CCCCCC2)cc1S(=O)(=O)N1CCOCC1	0.8	-1	-2	-7	7	-15	-4	-8	1
CC1CCCN(C(=O)c2ccc3c(=O)n(C4CCCC4)c(=S)[nH]c3c2)C1 (stereo not given)	1.1	-4	-4	-7	7	-26	0	-6	1
COC(=O)c1ccc(OC(=O)CCN2C(=O)C3C4c5ccccc5C(c5ccccc54)C3C2=O)cc1 (stereo not given)	3.7	-4	-1	0	-1	-8	-3	5	1
O=C(NCCSc1ccc(Cl)cc1)c1ccco1	-0.4	-7	1	-9	5	-10	3	4	0
C[C@H](NCCc1ccc(O)cc1)[C@H](O)c1ccc(O)cc1	0.1	-6	5	1	-11	-3	-6	1	1
CC(C)Cc1nnc(NC(=O)c2ccc3c(c2)OCCO3)s1	4.3	1	-8	-1	1	-20	-5	-6	5
CC(C)Cc1nnc(NC(=O)c2cc(-c3ccncc3)nc3ccccc23)s1	1.4	3	10	-31	8	-30	0	-11	3
CC(CCc1ccccc1)NC(=O)C(=O)N1CCOCC1 (stereo not given)	2.8	-6	-6	9	-6	-19	-7	8	13
CCCNC(=O)C1(C)CCCN(C(=O)COCc2ccccc2)C1 (stereo not given)	0.2	-3	-3	3	-6	nt	nt	-2	0
COCCNC(=O)c1onc(CSc2cccc(OC)c2)c1C(=O)NCCOC	0.3	-4	-10	-8	6	-7	2	-9	0
O=C(OCc1nnc(-c2ccccc2)o1)C1CC(=O)N(CCc2ccccc2)C1 (stereo not given)	1.6	2	-10	1	21	-12	-7	-9	4
COc1cccc(Nc2nnc(SCn3nnc4ccccc4c3=O)s2)c1	4.3	-6	11	16	-8	-22	-8	-19	10
COc1ccc(NC(=O)Nc2cccs2)cc1OC	1.2	-2	6	16	-10	-9	-3	1	4
Cc1ccc2[nH]c(C(F)(F)F)cc(=O)c2c1	0.6	-1	-15	-9	4	-5	-4	-14	1
O=C(CCC(=O)N/N=C/c1ccc(Br)s1)NCc1ccccc1	-0.5	-5	-3	2	-2	-20	-7	-7	1

# (next part)
molecule	M1 ag parental	M1 ag	M4 antag	M1 antag	M1 PAM	CHO parental Ca	OXTR potentiate	CHO-K1 Ca antag	M4 ag
Cc1nc2cc3ccccc3cc2n1C	0.3	-14	-11	-17	5	9	0	-5	2
O=C(c1cc2c(ccc3ccccc32)oc1=O)N1CCCC1	0.0	-3	-3	7	-2	1	-8	13	2
CCc1ccc(NC(=O)CNC(=O)Cn2ccc3ccccc3c2=O)cc1	0.6	-1	-8	-9	7	5	-9	-12	1
CC(C)OC(=O)c1cccnc1N1CCN(c2ccc(F)cc2)CC1	0.6	-4	-5	-1	3	-13	-1	-3	0
Cn1c(=O)n(CC(=O)N2CCN(c3nnc(-c4ccccc4)c4ccccc34)CC2)c2ccccc21	0.0	-7	-5	3	-11	-2	-15	12	1
CC1CCN(C(=O)c2ccc(S(=O)(=O)Cc3cc(F)ccc3F)c([N+](=O)[O-])c2)CC1	0.5	-5	-8	-11	8	0	2	-2	2
CCC(NC(=O)c1ccc2nc(Cc3ccc(OC)cc3)oc2c1)c1ccncc1 (stereo not given)	15*	5	-12	30	-14	24	-10	1	9
CCC(=O)N1CCc2cc(S(=O)(=O)NC(C(=O)NC(C)c3ccccc3)C(C)C)ccc21 (stereo not given)	-0.1	-4	4	-1	1	-15	-2	7	1
CCOC(=O)C1(Cc2cccc(OC)c2)CCN(C2CCOCC2)CC1	0.4	-14	4	1	6	-22	1	-8	1
Nc1nnc(SCC(=O)Nc2cc(C(F)(F)F)ccc2N2CCOCC2)s1	-0.1	1	2	-11	9	-6	-3	-28	0
O=C(Nc1ccc(S(=O)(=O)Nc2ncccn2)cc1)c1ccc(F)c(S(=O)(=O)N2CCOCC2)c1	0.4	1	-3	-31	8	-8	-1	-13	2

# Some of these compounds in order of the M4 ag value, largest number first:
SMILES	M4 ag
CCC(NC(=O)c1ccc2nc(Cc3ccc(OC)cc3)oc2c1)c1ccncc1 (stereo not given)	9
O=C(Nc1ccc(S(=O)(=O)Nc2ncccn2)cc1)c1ccc(F)c(S(=O)(=O)N2CCOCC2)c1	2
CCOC(=O)C1(Cc2cccc(OC)c2)CCN(C2CCOCC2)CC1	1
